BioA inh = BioA (M. tuberculosis) enzyme inhibition; AID 602481; inhibition, % at 9.99 µM; 0.096% of 360,000 active; purified M. tuberculosis BioA enzyme, plate reader; in the data active = inhibition above about 40%; inconclusive = no clear call, values can overlap the other calls
FadD28 binding = inhibitors of Mycobacterium tuberculosis FadD28 bisubstrate binding; FadD28 bisubstrate probe binding, fluorescence polarization; inhibition, % at 12.5 µM; 0.22% of 360,000 active; AID 588549; in the data active = inhibition above about 8.5%, passing the limit was not always enough; inconclusive = no clear call, values can overlap the other calls
BoNT-F LC inh = BoNT F light chain protease inhibition; Multiplex microsphere protease cleavage assay, flow cytometry; inhibition, % at 10 µM; 0.22% of 360,000 active; AID 588497; in the data active = inhibition above about 35%, passing the limit was not always enough; inconclusive = no clear call, values can overlap the other calls; also: plate controls were buffer without enzyme for full effect and enzyme alone for no effect
CCHF vOTU inh = blocks the CCHF virus ovarian tumor domain protease | CCHFV vOTU protease, Pep-AMC fluorescence | inhibition, % at 11.5 µM | 0.55% of 370,000 active; also: 0% = vehicle wells with enzyme and 100% = no enzyme wells
PrPC TRFRET = inhibitors of human cell surface prion protein PrPC. P04156. TR-FRET read-out. inhibition, % at 13.8 µM. 0.43% of 370,000 active. AID 720596; in the data active = inhibition above about 24%; also: 0% = median of the test wells and 100% = reference compound wells
Mtb UGM inh = blocks M. tuberculosis UGM enzyme; AID 504406; 0.06% of 320,000 active; P9WIQ1; purified UGM, fluorescence polarization probe displacement; inhibition, % at 10 µM; in the data active = inhibition above about 10%, passing the limit was not always enough; inconclusive = no clear call, values can overlap the other calls
Target sequence (P9WIQ1 whole entry, looked up): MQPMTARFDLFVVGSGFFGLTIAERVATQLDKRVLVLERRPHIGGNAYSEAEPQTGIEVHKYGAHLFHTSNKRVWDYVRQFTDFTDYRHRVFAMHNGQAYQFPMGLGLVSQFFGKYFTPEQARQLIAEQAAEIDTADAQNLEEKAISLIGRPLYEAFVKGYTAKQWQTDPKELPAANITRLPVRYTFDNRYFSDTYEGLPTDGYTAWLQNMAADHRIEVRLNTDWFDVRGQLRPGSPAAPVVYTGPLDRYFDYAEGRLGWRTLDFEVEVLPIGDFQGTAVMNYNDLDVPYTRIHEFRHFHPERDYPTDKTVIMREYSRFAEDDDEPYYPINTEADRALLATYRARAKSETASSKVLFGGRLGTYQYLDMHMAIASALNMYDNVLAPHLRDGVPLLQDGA
Mtb FBA inh = inhibits M. tuberculosis FBA enzyme; AID 588726; 2.3% of 360,000 active; inhibition, % at 1 µM; P9WQA3; purified M. tuberculosis FBA, fluorescence read-out; in the data active = inhibition above about 27%;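 also: 0% = vehicle and 100% = reference inhibitor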
Target sequence (P9WQA3 whole entry, looked up): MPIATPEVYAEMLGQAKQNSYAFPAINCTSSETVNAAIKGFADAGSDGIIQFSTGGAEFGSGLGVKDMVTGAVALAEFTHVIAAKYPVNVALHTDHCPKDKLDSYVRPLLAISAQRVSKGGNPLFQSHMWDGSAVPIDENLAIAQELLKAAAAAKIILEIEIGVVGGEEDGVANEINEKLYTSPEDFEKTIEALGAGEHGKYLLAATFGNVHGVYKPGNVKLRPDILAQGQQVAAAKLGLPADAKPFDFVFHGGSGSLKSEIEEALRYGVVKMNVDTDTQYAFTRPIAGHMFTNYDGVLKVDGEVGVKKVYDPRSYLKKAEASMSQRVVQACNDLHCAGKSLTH
GDH-TPI inh = counter-screen for M. tuberculosis FBA inhibitors: GDH-TPI coupled enzymes; GDH-TPI coupled enzyme counterscreen, NADH absorbance; inhibition, % at 4.8 µM; 1.2% of 360,000 active;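 also: 0% = DMSO wells and 100% = wells lacking the enzyme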
BoNT-A LC inh2 = blocks Botulinum neurotoxin A light chain protease | 0.17% of 360,000 active | inhibition, % at 10 µM | AID 588499 | multiplex microsphere protease substrate cleavage, flow cytometry; in the data active = inhibition above about 30%; inconclusive = no clear call, values can overlap the other calls; also: plate controls were buffer without enzyme for full effect and enzyme alone for no effect
An asterisk follows results filed as active; ? = inconclusive; nt = not tested or not shown. Rule as the data show it, unless noted: active = inhibition above about 30%; inactive = the rest.

SMILES	BioA inh	FadD28 binding	BoNT-F LC inh	CCHF vOTU inh	PrPC TRFRET	Mtb UGM inh	Mtb FBA inh	GDH-TPI inh	BoNT-A LC inh2
COc1ccc(C(=O)Nc2ccccc2C(=O)NC(C(=O)NCc2ccco2)C(C)C)cc1 (stereo not drawn)	-0.1	-2.3	-15.9	0.6	2.4	2.3	-0.7	-4.1	-0.6
O=C(NCc1ccccn1)Nc1ccc(F)cc1F	-0.4	-1.2	7.8	26.2	9.8	1.4	0.9	-2.1	0.2
Cc1cc(-c2nnc3n2N=C(C(C)(C)C)CS3)n[nH]1	0.1	-0.7	-13.2	16.1	0.3	-2.2	-2.0	6.1	-0.3
COc1ccc(CCNC(=O)c2cc(-c3ccncc3)nc3c(Cl)cccc23)cc1OC	nt	-5.1	-4.8	21.7	-19.7	-1.9	-0.6	0.0	-0.2
C/C(CC(=O)Nc1ccc2c(c1)OCO2)=N\NC(=O)c1ccc(N)cc1	-1.3	-4.1	1.6	-9.7	-5.8	0.1	-1.8	19.2	0.3
COC(=O)C1=C(C(=O)c2ccc(C)cc2)C(c2ccc(O)c(OC)c2)n2nnnc2N1 (stereo not drawn)	nt	-2.8	4.2	1.4	-1.8	2.1	-6.5	-5.4	0.0
COc1cc(CNCc2ccccn2)ccc1OCc1c(Cl)cccc1Cl	0.0	-1.5	-7.5	4.5	-6.8	2.3	6.1	6.9	-0.4
Cc1cc(Br)ccc1NC(=O)CN(C)C(=O)C1=COCCO1	-2.4	-1.2	14.1	-1.1	7.1	1.5	0.7	4.8	1.5
COc1ccc(CN(C)C(=O)c2cnc(OC)cc2C(F)(F)F)c(OC)c1	-1.7	-0.1	7.7	-1.0	1.8	-1.5	2.7	2.9	0.4
CC1(C(=O)NS(=O)(=O)c2ccccc2OC(F)(F)F)CCN1C(=O)c1ccccc1 (stereo not drawn)	0.0	-2.2	-9.9	5.7	-10.2	nt	2.2	8.8	-0.2
CCCN(CC(=O)Nc1ccc(C(N)=O)cc1)CC(=O)Nc1ccc(F)c(F)c1F	-0.2	0.2	-2.5	-3.4	-1.1	4.3	0.5	2.9	1.3
Cc1ccc(C(=O)NCCc2csc(-c3cccnc3)n2)cc1	4.1	-2.4	-6.4	2.5	-4.6	-1.3	-0.4	5.8	-0.4
Cc1ccc(CNC(=O)c2sc3nc4c(c(C(F)(F)F)c3c2N)CCC4)cc1	0.3	0.8	-0.8	-1.6	-2.3	-0.4	-1.4	8.6	?
COc1ccc(NS(=O)(=O)c2cccc(C(=O)N3CCCCCCC3)c2)cc1	7.2	-1.9	3.6	-9.2	1.8	1.0	1.7	13.4	0.0
CN1CCC(N(C)C(=O)c2cc(=O)c3ccccc3o2)CC1	nt	-1.4	-0.9	4.6	-5.3	-2.0	8.7	-8.1	-0.5
COc1ccc(C2(c3ccc(OC)cc3)NC(=O)N(CC(=O)N(C)c3ccccc3)C2=O)cc1	-0.8	-0.5	3.4	6.6	5.5	2.1	2.1	0.7	0.4
COc1ccc(NC(=O)C2CCCN(S(=O)(=O)c3cccnc3)C2)cc1OC (stereo not drawn)	nt	1.1	-4.2	-8.8	8.7	-0.1	0.4	-7.6	0.7
CCOC(=O)Cn1c(=O)oc2cc(S(=O)(=O)NC3CCCCC3)ccc21	1.1	-0.6	-8.0	nt	nt	-0.7	-2.4	-1.0	0.0
CC(=O)c1cnc2cc(-c3ccc(Cl)cc3)nn2c1C	-0.4	-4.6	3.3	6.5	0.6	-0.3	-3.2	-4.3	0.6
Cc1csc(=NC(=O)c2ccccc2)n1CCO	-1.5	-3.4	3.9	6.1	-6.7	-3.1	-11.6	26.1	0.3
O=C(Nc1cccc(C(=O)N2CCCC2)c1)c1ccccc1	-0.8	-0.3	-1.1	7.9	-2.1	0.7	0.6	6.8	?
O=C(Nc1cc(Cl)ccc1O)C1CC(c2ccccc2Cl)=NO1 (stereo not drawn)	-0.1	-6.3	?	2.3	-9.2	0.9	-0.7	-8.6	5.5
COc1cc(/C=C2/CC(C)OC2=O)c([N+](=O)[O-])cc1OC (stereo not drawn)	-0.6	-2.3	?	2.4	-23.1	1.0	2.8	12.4	-1.7
COCCNCC(=O)Nc1ccc(OC(F)(F)F)cc1	-3.1	-0.2	4.2	10.2	14.3	-0.3	3.3	6.3	-0.3
COC(=O)c1ccc(NC(=O)C(=O)N2CCN(C(=S)Nc3ccc(C)cc3)CC2)cc1	nt	-1.9	-3.1	-5.1	11.4	-1.2	2.7	-8.6	-1.0

3 entries from above, with two lines to a compound:
Order of results: BioA inh	FadD28 binding	BoNT-F LC inh	CCHF vOTU inh	PrPC TRFRET	Mtb UGM inh	Mtb FBA inh	GDH-TPI inh	BoNT-A LC inh2
> C/C(CC(=O)Nc1ccc2c(c1)OCO2)=N\NC(=O)c1ccc(N)cc1
→ -1.3	-4.1	1.6	-9.7	-5.8	0.1	-1.8	19.2	0.3
> COc1ccc(C(=O)Nc2ccccc2C(=O)NC(C(=O)NCc2ccco2)C(C)C)cc1 (stereo not drawn)
→ -0.1	-2.3	-15.9	0.6	2.4	2.3	-0.7	-4.1	-0.6
> COc1ccc(CCNC(=O)c2cc(-c3ccncc3)nc3c(Cl)cccc23)cc1OC
→ nt	-5.1	-4.8	21.7	-19.7	-1.9	-0.6	0.0	-0.2

(continued)
SMILES	BioA inh	FadD28 binding	BoNT-F LC inh	CCHF vOTU inh	PrPC TRFRET	Mtb UGM inh	Mtb FBA inh	GDH-TPI inh	BoNT-A LC inh2
COc1ccc(CNC(=O)CCc2nnc3ccc(NCCCN4CCCC4=O)nn23)cc1	-0.2	-4.3	1.4	10.7	4.4	0.6	0.3	-10.9	0.2
CCc1c(C)nc(SCC(=O)Nc2cccc(Br)c2)[nH]c1=O	0.4	-3.1	4.9	-6.3	-2.0	-1.0	-9.1	-2.6	0.7
COc1ccc(-c2nc(CCNC(=O)c3cccs3)cs2)cc1	5.4	-5.1	3.4	5.3	1.5	-0.7	0.2	6.6	-0.4
CN1CCN(S(=O)(=O)c2ccc(Sc3nnnn3-c3ccccc3)c([N+](=O)[O-])c2)CC1	nt	-4.9	-6.1	-6.0	-5.4	2.4	0.1	10.3	-0.5
CCCc1cc(=O)oc2cc(OCC(=O)NCC3CCC(C(=O)O)CC3)ccc12 (stereo not drawn)	-0.3	-2.6	12.5	-7.6	-0.1	-0.9	26.5	15.7	0.1
CCC(C)/C=C(C)/C=C/C1=CC2=C(Cl)C(=O)C(C)(OC(C)=O)C(=O)C2=CO1 (stereo not drawn)	3.4	?	-15.5	nt	nt	1.0	18.5	20.1	0.4
Cc1[nH]c(=O)[nH]c(=O)c1S(=O)(=O)Nc1ccc(Cl)c([N+](=O)[O-])c1	1.1	1.8	-12.8	-12.3	1.2	4.2	0.1	4.0	-1.0
C=CCNC(=O)/C(=C/c1cccc([N+](=O)[O-])c1)NC(=O)c1ccccc1	nt	-3.7	-6.7	-3.4	-13.0	-4.2	0.8	-0.6	-0.8
COc1ccc([N+](=O)[O-])cc1NC(=O)CC(c1ccccc1)c1ccccc1	-1.5	-4.2	5.9	-11.5	1.3	-3.6	-1.1	9.7	-0.2
CC=C(CC)C1(CCC)C(=O)NC(=S)NC1=O	nt	-2.1	-2.1	2.2	0.1	nt	-0.3	1.7	-0.6
CCC1(c2ccccc2)NC(=O)N(CC(=O)NNC(=O)CCN2CCN(c3ccccc3)CC2)C1=O (stereo not drawn)	-0.9	-1.2	4.1	7.3	3.5	2.8	2.7	5.0	?
Nc1cc(N2CCCCC2)c(Cl)cc1[N+](=O)[O-]	4.1	-15.3	6.0	3.8	-12.1	1.9	-2.4	19.5	?
Cc1ccccc1Cn1c([N+](=O)[O-])cnc1C	nt	-4.0	-22.6	4.3	6.6	0.7	-2.3	10.0	-2.4
CCCCc1c(O)nc(SCC(=O)NCC2CCCO2)[nH]c1=O (stereo not drawn)	-0.4	-1.6	-9.9	10.9	-7.1	-1.3	-3.7	-1.9	-1.0
C=CC[C@H](CC(=O)NCCO)C(=O)N[C@H](COC(=O)[C@@H](CC=C)Cc1ccc(F)cc1)C(C)(C)C	19.7	-5.0	2.6	9.2	4.9	nt	-3.2	-4.9	0.0
Cc1csc(NC(=O)c2ccc(COc3ccccc3)o2)n1	-0.1	-1.4	-1.8	12.5	11.3	1.6	0.7	8.8	-0.5
C/C(CC(=O)NC1CCCC1)=N\NC(=O)C1CCCCC1	nt	-3.4	0.8	-1.5	-3.3	nt	0.1	-10.0	0.1
Cc1ccc(NC(=O)c2cc(S(=O)(=O)N3CCCCC3)c[nH]2)cc1C	-0.1	-2.2	-4.0	-3.6	14.9	0.9	2.5	16.8	-0.4
COc1cccc(C2/C(=C(/O)c3ccc4c(c3)CC(C)O4)C(=O)C(=O)N2CCCn2ccnc2)c1 (stereo not drawn)	-0.4	-2.0	1.4	4.5	1.4	-0.5	-0.2	18.4	-0.3
COc1ccccc1OCCC(=O)Nc1ccc2c(c1)OCO2	-0.2	0.1	nt	8.4	1.3	2.5	2.8	0.0	nt
Cc1ccc(S(=O)(=O)N(CC(=O)N2CCCCC2)c2cccc(C)c2)cc1	2.3	0.8	-2.7	6.9	0.1	-0.5	10.8	-12.6	0.1
Cc1ccc(-c2c[n+](Cc3ccc(Cl)cc3)c3n2CCC3)cc1	nt	-1.7	-1.7	-7.4	6.5	-0.3	1.9	16.8	-0.9
C#CCn1cnc2c(oc3ccccc32)c1=O	0.4	-0.5	nt	nt	nt	-1.8	1.9	-3.5	nt
Cc1ccc(Nc2nnc(SCC(=O)Nc3cccc(S(=O)(=O)NC4=NCCCCC4)c3)s2)cc1	0.1	-3.2	-3.8	-8.3	-3.7	1.3	-2.3	6.0	-0.1
CS(=O)(=O)N(CC(=O)N1CCc2ccccc2C1)Cc1ccc(F)cc1	0.5	-4.2	?	-15.3	-6.3	-0.6	-1.0	0.0	-2.5
SMILES	BioA inh	FadD28 binding	BoNT-F LC inh	CCHF vOTU inh	PrPC TRFRET	Mtb UGM inh	Mtb FBA inh	GDH-TPI inh	BoNT-A LC inh2
O=C(c1ccc(Cn2cc(Cl)cn2)cc1)N1CCN(c2ccccc2)CC1	4.2	-3.8	-7.8	-3.0	4.1	-0.2	0.9	1.0	-1.1
Cc1cc(C)nc(SCCCNCc2ccc(Br)cc2)n1	2.9	-1.0	-3.6	5.1	5.3	-0.7	-2.7	2.4	-0.2
CCCOc1cccc(NC(=O)c2cc(C)oc2C)c1	1.1	-2.3	?	7.0	21.6	5.4	2.2	-2.2	-0.4
COc1cc(OC)cc(-c2nnc(Nc3nc4c(F)cccc4s3)o2)c1	nt	0.5	-9.9	2.9	-2.7	-0.3	30.3*	27.1	-0.5
Fc1cccc(F)c1-c1nc2c(s1)CCc1onc(-c3ccc(Br)cc3)c1-2	0.0	-2.9	-6.4	-1.5	9.1	-0.5	-1.5	2.5	-0.8
COc1ccc(/C=N/NC(=O)CSc2ccccn2)cc1OC	4.4	-2.6	nt	-14.1	4.0	-4.6	0.8	26.9	nt
CCn1c2ccccc2c2cc(/C=N/n3cn[nH]c3=S)ccc21	nt	2.6	-4.1	4.2	3.7	-0.4	5.0	20.5	-1.2
Cc1ccc(CNC(=O)CCNC(=O)c2ccco2)cc1	0.9	-2.6	5.8	-4.3	-5.2	-0.1	-0.8	-16.2	-0.3
COc1ccc(NC(=O)CCn2nc(C)cc2C)cc1	1.1	-2.8	4.5	11.1	-4.8	3.1	0.8	-2.2	0.1
CCOc1ccc(-n2c(O)c(C=NCCN3CCNCC3)c(=O)[nH]c2=O)cc1	-3.4	-2.2	-10.9	nt	nt	0.5	-1.1	-4.9	-0.7
Cc1cc(C)c(C)c(S(=O)(=O)N2CCN(C(=S)NCC3CCCO3)CC2)c1C (stereo not drawn)	nt	-6.3	-2.3	3.3	8.0	-3.0	-1.3	-11.0	-0.6
COc1ccccc1Nc1ncccc1C(=O)O	-1.2	-1.0	-2.7	8.9	-4.1	-0.3	2.0	16.1	0.3
O=C(CN1CCN(c2ccc([N+](=O)[O-])cc2)CC1)Nc1nccs1	nt	-2.2	-0.6	16.2	-24.4	nt	-4.0	14.2	-0.1
COc1ccc(C(=O)Nc2c3c(nn2C(C)(C)C)CS(=O)(=O)C3)cc1OC	2.4	0.1	-4.8	-2.8	2.1	0.5	1.0	-0.3	-0.8
Cc1ccc(CNC(=O)C2CCN(S(=O)(=O)c3cccs3)CC2)cc1	6.1	1.0	2.4	-17.1	-2.9	0.2	1.0	2.3	-0.9

High-throughput results from PubChem.

Outcome played no part in choosing rows; about 4.8% have a hit in one of these screens.
